ZTA DNA inh = ZTA (EBV) inhibition in EBNA-1 counter-screen; P03206; ZTA-DNA binding, fluorescence polarization; inhibition, % at 11 µM; 0.15% of 320,000 active; in the data active = inhibition above about 33%
Target sequence (P03206 whole entry, looked up): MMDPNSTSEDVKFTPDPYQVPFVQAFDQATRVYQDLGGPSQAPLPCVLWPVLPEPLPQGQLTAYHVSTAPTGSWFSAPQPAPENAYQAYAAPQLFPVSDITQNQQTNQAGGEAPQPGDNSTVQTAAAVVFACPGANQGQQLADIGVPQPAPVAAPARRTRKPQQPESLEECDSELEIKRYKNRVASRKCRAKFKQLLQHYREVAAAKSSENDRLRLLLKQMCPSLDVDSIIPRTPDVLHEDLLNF
CTSL1 counter = Fasciola hepatica cathepsin L1 inhibitors, primary screen, counter-screen for PFM18AAP inhibitor project, biochemical, QFRET, fluorogenic peptide substrate | inhibition, % at 5.96 µM | recombinant F. hepatica cathepsin L1, Z-Leu-Arg-MCA fluorescence | 0.49% of 300,000 active;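 active = inhibition above the mean of all tested compounds plus 3 SD, set per screening campaign, cut at about 17% in these data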;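 note: 0% = plate median of test compound wells and 100% = 1 µM Z-Phe-Ala-diazomethylketone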
core dimer inh = inhibitors of HCV core protein dimerization, primary screen, biochemical, TR-FRET, high-throughput. TR-FRET GST/Flag-core106 dimerization, 1536-well. inhibition, % at 5 µM. 0.33% of 300,000 active;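 active = inhibition above the mean of all tested compounds plus 3 SD, set per screening campaign, cut at about 45% in these data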
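System: GST-tagged and Flag-tagged HCV core protein residues 1-106 / Input: core106 proteins, GST 13.5 nM and Flag 17 nM / Buffer or medium: KF-containing HEPES buffer, pH 7.45, DTT, CHAPS, BSA / Probe or stimulus: Eu-anti-GST and XL665-anti-Flag labelled anti-tag antibodies / Schedule: 4 h, 22.5 °C incubation / Technique: TR-FRET 671 and 617 nm emission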
TPT1 inhibitor = Candida albicans TPT1 enzyme inhibitors, primary screen, biochemical, fluorescence polarization. recombinant caTPT1, FP RNA substrate dephosphorylation. inhibition, % at 5 µM. AID 1962, 2009. 0.81% of 300,000 active;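 active = inhibition above the mean of all tested compounds plus 3 SD, set per screening campaign, cut at about 24% in these data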;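 note: plate controls were DMSO alone for no effect and ferristatin control at 100 nM for full effect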
EBNA-1 inhibitor = EBNA-1 DNA-binding inhibitors, primary screen, biochemical, fluorescence polarization. 0.34% of 300,000 active. inhibition, % at 14.8 µM. AID 1950, 2009; in the data active = inhibition above about 28%
CR mimetic SO = reduction of superoxide in aged yeast, primary screen, HTS | S. cerevisiae aged cells, superoxide DHE fluorescence; hits give low values | superoxide response (% of plate mean), % at 10 µM | 0.18% of 330,000 active;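 active = superoxide response under a set limit, about three screen SD below normal, cut at about 65% in these data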;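 note: yeast aged for seven days with compound at 30 °C before DHE staining; 100% = average MFI of all compound-treated wells on the plate with controls excluded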
PP5 inh = PP5 phosphatase inhibitors, primary screen, biochemical, fluorescence; 0.18% of 320,000 active; inhibition, % at 6.7 µM; purified PP5c, OMFP substrate fluorescence; Serine/threonine-protein phosphatase 5 (Homo sapiens), P53041;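 active = inhibition above the campaign's mean inhibition across all tested compounds plus 3 SD, cut at about 9.5% in these data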;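 note: 0% = DMSO only and 100% = 100 µM cantharidin control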
GASC-1 inh = inhibitors of GASC-1 histone demethylase, primary screen, biochemical, fluorescence, DELFIA europium. Lysine-specific demethylase 4C (Homo sapiens), Q9H3R0. GST-JMJD2C(1-420) H3K9me3 demethylation. 0.069% of 330,000 active. inhibition, % at 2.35 µM. AID 2099, 2009;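 active = more than half of a compound's replicate wells show inhibition beyond 50%, single wells judged on their own value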;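 note: signal counts dimethyl H3K9 product captured on neutravidin plate; 0% = median of DMSO wells and 100% = 0.3 times that DMSO median; strong numbers were not always called active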
Target sequence (Q9H3R0 1-420 limits assumed): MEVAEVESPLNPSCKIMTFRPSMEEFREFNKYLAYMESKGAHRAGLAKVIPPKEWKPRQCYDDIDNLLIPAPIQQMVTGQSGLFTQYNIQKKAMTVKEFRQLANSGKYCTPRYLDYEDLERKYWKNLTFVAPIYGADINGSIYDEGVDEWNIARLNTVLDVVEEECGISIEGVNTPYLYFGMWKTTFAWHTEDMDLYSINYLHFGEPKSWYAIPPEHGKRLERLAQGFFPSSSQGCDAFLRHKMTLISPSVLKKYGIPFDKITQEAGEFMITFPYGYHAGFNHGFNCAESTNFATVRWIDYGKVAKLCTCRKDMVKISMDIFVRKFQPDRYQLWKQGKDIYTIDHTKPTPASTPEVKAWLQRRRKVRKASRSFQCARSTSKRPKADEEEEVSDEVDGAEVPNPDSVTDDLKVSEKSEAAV
PP1 inh = PP1-alpha phosphatase inhibitors, primary screen, counter-screen for PP5 inhibitor project, biochemical, fluorescence, OMFP substrate, single point; Serine/threonine-protein phosphatase PP1-alpha catalytic subunit (Homo sapiens), P62136; purified PP1alpha; inhibition, % at 6.7 µM; 0.9% of 320,000 active; AID 2235, 2010;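 active = inhibition above the mean inhibition of all tested compounds plus 3 SD, computed separately for each screening campaign, cut at about 15% in these data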
Target sequence (P62136 whole entry, looked up): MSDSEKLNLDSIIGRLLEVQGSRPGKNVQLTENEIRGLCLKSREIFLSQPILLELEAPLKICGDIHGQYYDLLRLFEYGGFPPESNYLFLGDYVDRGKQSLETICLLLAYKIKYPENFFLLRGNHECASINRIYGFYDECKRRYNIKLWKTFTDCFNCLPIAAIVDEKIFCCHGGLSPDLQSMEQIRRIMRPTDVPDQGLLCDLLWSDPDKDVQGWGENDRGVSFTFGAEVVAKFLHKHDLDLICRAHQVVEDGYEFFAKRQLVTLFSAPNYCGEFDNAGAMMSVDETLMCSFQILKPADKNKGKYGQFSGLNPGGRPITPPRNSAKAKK
Active calls of the source: *.

The first 3 compounds, ahead of the listing:
How did O=c1ccnc(S/C=C/c2ccccc2)[nH]1 do in these assays?
ZTA DNA inh: 0; CTSL1 counter: -3; core dimer inh: -3; TPT1 inhibitor: -5; EBNA-1 inhibitor: -7; CR mimetic SO: 111; PP5 inh: -2.0; GASC-1 inh: -1; PP1 inh: -7

What do the screens show for `CN(C)c1ccc(C(CNS(=O)(=O)c2ccc([N+](=O)[O-])cc2)N2CCCC2)cc1` (centres undefined)?
ZTA DNA inh: -2; CTSL1 counter: 6; core dimer inh: -2; TPT1 inhibitor: 1; EBNA-1 inhibitor: -4; CR mimetic SO: 110; PP5 inh: 0.6; GASC-1 inh: 6; PP1 inh: -3

Results for CC1CN(C(=S)SCCN2Cc3ccccc3C2=O)CC(C)O1 (centres undefined) ?
ZTA DNA inh: 0; CTSL1 counter: -1; core dimer inh: 2; TPT1 inhibitor: 0; EBNA-1 inhibitor: 8; CR mimetic SO: 104; PP5 inh: -1.4; GASC-1 inh: -1; PP1 inh: -4

Results, repeating the preview:
How did O=c1ccnc(S/C=C/c2ccccc2)[nH]1 do in these assays?
ZTA DNA inh: 0; CTSL1 counter: -3; core dimer inh: -3; TPT1 inhibitor: -5; EBNA-1 inhibitor: -7; CR mimetic SO: 111; PP5 inh: -2.0; GASC-1 inh: -1; PP1 inh: -7

What do the screens show for `CN(C)c1ccc(C(CNS(=O)(=O)c2ccc([N+](=O)[O-])cc2)N2CCCC2)cc1` (centres undefined)?
ZTA DNA inh: -2; CTSL1 counter: 6; core dimer inh: -2; TPT1 inhibitor: 1; EBNA-1 inhibitor: -4; CR mimetic SO: 110; PP5 inh: 0.6; GASC-1 inh: 6; PP1 inh: -3

Results for CC1CN(C(=S)SCCN2Cc3ccccc3C2=O)CC(C)O1 (centres undefined) ?
ZTA DNA inh: 0; CTSL1 counter: -1; core dimer inh: 2; TPT1 inhibitor: 0; EBNA-1 inhibitor: 8; CR mimetic SO: 104; PP5 inh: -1.4; GASC-1 inh: -1; PP1 inh: -4

Results for O=C(c1coc2ccc(O)cc12)C1CC1 ?
ZTA DNA inh: 13; CTSL1 counter: 1; core dimer inh: -5; TPT1 inhibitor: -2; EBNA-1 inhibitor: -2; CR mimetic SO: 88; PP5 inh: 0.7; GASC-1 inh: -6; PP1 inh: -1

How did CC(C)c1ccc(CSc2ccc(S(=O)(=O)N3CCOCC3)cn2)cc1 do in these assays?
ZTA DNA inh: 8; CR mimetic SO: 107; PP5 inh: 5.8; GASC-1 inh: 4; PP1 inh: 2

What do the screens show for `CCOC(=O)[C@@H]1[C@H]2COc3ccccc3[C@@H]2N2C(=O)N(c3cccc(F)c3)C(=O)[C@]12C`?
ZTA DNA inh: -10; CTSL1 counter: 2; core dimer inh: 6; TPT1 inhibitor: -3; EBNA-1 inhibitor: 8; CR mimetic SO: 92; PP5 inh: -1.5; GASC-1 inh: 19; PP1 inh: 2

What do the screens show for `O=[N+]([O-])c1nn(-c2ccccc2)n(O)c1=NCc1ccc2c(c1)OCO2`?
ZTA DNA inh: -11; CTSL1 counter: 0; core dimer inh: 3; TPT1 inhibitor: 1; EBNA-1 inhibitor: 5; CR mimetic SO: 99; PP5 inh: 3.7; GASC-1 inh: -2; PP1 inh: 4

Results for O=C(CCc1nc2ccccc2c(=O)[nH]1)NCc1ccccn1 ?
ZTA DNA inh: 3; CTSL1 counter: -2; core dimer inh: 2; TPT1 inhibitor: -1; EBNA-1 inhibitor: -1; CR mimetic SO: 99; PP5 inh: -1.4; GASC-1 inh: 2; PP1 inh: 2

Results for CCOc1ccc(OCCOCCOc2c(Cl)cccc2Cl)cc1 ?
ZTA DNA inh: -22; CTSL1 counter: 2; core dimer inh: 3; TPT1 inhibitor: 1; EBNA-1 inhibitor: 12; CR mimetic SO: 102; PP5 inh: 3.8; GASC-1 inh: 35; PP1 inh: -4

Results for CC(Oc1ccc(Cl)cc1)C(=O)NCC1CCCO1 (centres undefined) ?
ZTA DNA inh: -16; CTSL1 counter: -3; core dimer inh: 6; TPT1 inhibitor: -2; EBNA-1 inhibitor: -4; CR mimetic SO: 98; PP5 inh: 2.3; GASC-1 inh: -1; PP1 inh: -2

What do the screens show for `CCCCN(CC(=O)NC(C)(C)C)C(=O)C(=O)Nc1ccc2c(c1)OCCO2`?
ZTA DNA inh: 8; CTSL1 counter: 1; core dimer inh: -1; TPT1 inhibitor: -2; EBNA-1 inhibitor: -14; CR mimetic SO: 122; PP5 inh: -0.2; GASC-1 inh: 36; PP1 inh: -4

What do the screens show for `FCCCOc1ccc(/C=N/OCc2ccc(Cl)cc2Cl)cc1`?
ZTA DNA inh: 19; CTSL1 counter: -1; core dimer inh: -5; TPT1 inhibitor: 1; EBNA-1 inhibitor: 8; CR mimetic SO: 99; PP5 inh: -0.4; GASC-1 inh: -12; PP1 inh: 4

Results for COCCCNC(=O)C1CCCN(S(=O)(=O)c2cccc3nsnc23)C1 (centres undefined) ?
ZTA DNA inh: -1; CTSL1 counter: -3; core dimer inh: 3; TPT1 inhibitor: 1; EBNA-1 inhibitor: 4; CR mimetic SO: 103; PP5 inh: 1.3; GASC-1 inh: -1; PP1 inh: 1

How did Cc1[nH]n(-c2ccccc2)c(=O)c1C(=O)c1ccc([N+](=O)[O-])cc1 do in these assays?
ZTA DNA inh: -5; CTSL1 counter: -1; core dimer inh: 3; TPT1 inhibitor: 4; EBNA-1 inhibitor: -26; CR mimetic SO: 124; PP5 inh: 3.9; GASC-1 inh: -3; PP1 inh: 0

How did CCOC(=O)C1CCCN(C(=O)c2cn(CC)c3ccc(S(=O)(=O)N4CCCC4)cc3c2=O)C1 (centres undefined) do in these assays?
ZTA DNA inh: 8; CTSL1 counter: 1; core dimer inh: -3; TPT1 inhibitor: 0; EBNA-1 inhibitor: 1; CR mimetic SO: 112; PP5 inh: -1.6; PP1 inh: -3

Results for O=C(COC(=O)c1cnc(Cl)c(Cl)c1)NCc1ccco1 ?
ZTA DNA inh: -6; CTSL1 counter: -6; core dimer inh: 7; TPT1 inhibitor: 0; EBNA-1 inhibitor: -5; CR mimetic SO: 85; PP5 inh: 1.9; GASC-1 inh: 5; PP1 inh: -2

How did COc1ccc(NC(=O)CC2C(=O)N(CCc3ccccc3)C(=S)N2Cc2cccnc2)cc1 (centres undefined) do in these assays?
ZTA DNA inh: 12; CTSL1 counter: 3; core dimer inh: 0; TPT1 inhibitor: 5; EBNA-1 inhibitor: -14; CR mimetic SO: 106; PP5 inh: 6.4; GASC-1 inh: 0; PP1 inh: 4

What do the screens show for `Fc1ccc(/C=N/Nc2ccccn2)cc1`?
ZTA DNA inh: 4; CTSL1 counter: 1; core dimer inh: -1; TPT1 inhibitor: -1; EBNA-1 inhibitor: 7; CR mimetic SO: 93; PP5 inh: 1.2; GASC-1 inh: -6; PP1 inh: -2

What do the screens show for `CC1CCCN(S(=O)(=O)c2ccc3c(c2)c(=O)nc2ccc(Cl)cn23)C1` (centres undefined)?
ZTA DNA inh: 16; CTSL1 counter: 3; core dimer inh: 9; TPT1 inhibitor: 0; EBNA-1 inhibitor: -4; CR mimetic SO: 109; PP5 inh: 0.5; GASC-1 inh: -4; PP1 inh: -4

What do the screens show for `CCCn1cc(S(=O)(=O)c2ccc(C)cc2)c(=O)c2cc(OC)ccc21`?
ZTA DNA inh: 7; CTSL1 counter: 7; core dimer inh: -10; TPT1 inhibitor: 1; EBNA-1 inhibitor: -8; CR mimetic SO: 100; PP5 inh: -2.7; GASC-1 inh: -2; PP1 inh: -8

What do the screens show for `Cc1nc(N2CCN(c3ccccn3)CC2)c2c(C)c(C(=O)N3CCN(c4ccccc4F)CC3)sc2n1`?
ZTA DNA inh: -4; CTSL1 counter: -3; core dimer inh: 3; TPT1 inhibitor: 2; EBNA-1 inhibitor: -14; CR mimetic SO: 104; PP5 inh: 2.6; GASC-1 inh: -8; PP1 inh: 5

Results for CCOC(=O)N1CCN(C(=O)CSCC(=O)Nc2nc(-c3ccccc3)cs2)CC1 ?
ZTA DNA inh: 9; CTSL1 counter: -3; core dimer inh: -1; TPT1 inhibitor: -1; EBNA-1 inhibitor: 7; CR mimetic SO: 96; PP5 inh: 2.2; GASC-1 inh: -8; PP1 inh: -2

How did Cc1csc(SCc2c(C(=O)O)oc3ccccc23)n1 do in these assays?
ZTA DNA inh: 1; CTSL1 counter: 5; core dimer inh: 5; TPT1 inhibitor: -60; EBNA-1 inhibitor: 2; CR mimetic SO: 102; PP5 inh: 1.1; GASC-1 inh: 5; PP1 inh: 0

What do the screens show for `Cc1ccc(NC(=O)c2nc[nH]c2C(=O)N2CCOCC2)c(C(=O)c2ccccc2)c1`?
ZTA DNA inh: -10; CTSL1 counter: -1; core dimer inh: -3; TPT1 inhibitor: 2; EBNA-1 inhibitor: -1; CR mimetic SO: 90; PP5 inh: -1.2; GASC-1 inh: -12; PP1 inh: 2

Results for Cc1cc(C)cc(C(=O)Nc2c3c(nn2C(C)(C)C)CS(=O)(=O)C3)c1 ?
ZTA DNA inh: -25; CTSL1 counter: 1; core dimer inh: -13; TPT1 inhibitor: -1; EBNA-1 inhibitor: -1; CR mimetic SO: 103; PP5 inh: 0.6; GASC-1 inh: -2; PP1 inh: 2

How did CCc1ccc(NC(=O)CSc2nnc(Cc3cccn3C)n2-c2ccc(F)cc2)cc1 do in these assays?
ZTA DNA inh: -12; CTSL1 counter: 2; core dimer inh: 6; TPT1 inhibitor: -5; EBNA-1 inhibitor: -3; CR mimetic SO: 101; PP5 inh: 1.7; GASC-1 inh: 2; PP1 inh: 3

What do the screens show for `c1ccc(-c2csc(NC3=NCCCCC3)n2)cc1`?
ZTA DNA inh: 3; CTSL1 counter: -2; core dimer inh: -1; TPT1 inhibitor: 3; EBNA-1 inhibitor: 0; CR mimetic SO: 89; PP5 inh: 4.5; GASC-1 inh: 54; PP1 inh: 1

Results for CC(C)Oc1ccc(/C(O)=C2/C(=O)C(=O)N(CCN3CCOCC3)C2c2ccccc2)cc1 (centres undefined) ?
ZTA DNA inh: -5; CTSL1 counter: 3; core dimer inh: 4; TPT1 inhibitor: -2; EBNA-1 inhibitor: -4; CR mimetic SO: 105; PP5 inh: 0.4; GASC-1 inh: -21; PP1 inh: 6

Results for Cc1nnc(SCC(=O)Nc2nccs2)n1C(C)C ?
ZTA DNA inh: -8; CTSL1 counter: -2; core dimer inh: 6; TPT1 inhibitor: 4; EBNA-1 inhibitor: -3; CR mimetic SO: 135; PP5 inh: -0.3; GASC-1 inh: 6; PP1 inh: -1
